Mac1 fbg inh = CD11b/CD18-fibrinogen binding inhibition. K562 CD11b/CD18 adhesion to fibrinogen, ATPlite luminescence; Mn2+ added to activate the integrin. inhibition, % at 10 µM. hit rate 0.54% among 93,000. AID 1497;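 active = primary inhibition of 50% or more at 10 µM, then 40% or more on retest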; note: some results filed as inactive read as strong as hits
CYP2C19 act = increases human CYP2C19 enzyme activity. P33261. recombinant CYP2C19, luciferin-H EGE luminescence; active compounds read high; 0 = fully inhibited enzyme, 1 = untreated enzyme. activation factor at 5 µM. 96,000 tested, under 10 active. AID 1025;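 active = activation factor of at least 2 at 5 µM in the primary screen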;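 note: 0 = wells with 2.5 mM tranylcypromine and 1 = vehicle-only wells; values of inactives mirror those of a sister screen read the other way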
Target sequence (P33261 whole entry, looked up): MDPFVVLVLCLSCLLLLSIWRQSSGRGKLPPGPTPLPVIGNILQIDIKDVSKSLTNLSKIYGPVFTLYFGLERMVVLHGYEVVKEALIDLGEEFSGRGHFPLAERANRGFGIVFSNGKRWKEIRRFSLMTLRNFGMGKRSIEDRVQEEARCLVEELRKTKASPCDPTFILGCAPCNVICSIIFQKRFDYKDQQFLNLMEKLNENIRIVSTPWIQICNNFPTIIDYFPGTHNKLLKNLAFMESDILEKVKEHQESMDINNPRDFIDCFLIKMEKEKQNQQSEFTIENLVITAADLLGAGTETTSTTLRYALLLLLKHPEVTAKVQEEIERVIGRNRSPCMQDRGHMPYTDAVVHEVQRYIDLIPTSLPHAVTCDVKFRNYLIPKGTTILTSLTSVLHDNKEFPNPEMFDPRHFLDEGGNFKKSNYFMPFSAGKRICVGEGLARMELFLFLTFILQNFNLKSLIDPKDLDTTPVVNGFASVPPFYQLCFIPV
H69AR growth 86K = growth inhibitors of human H69AR lung tumor cells; viability, % at 10 µM; hit rate 6% among 85,000; H69AR lung tumor viability, ATP luminescence, 72 h; active compounds read low;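 active = viability at or below 40%; inactive = viability above 40%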;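 note: multidrug resistant small cell line overexpressing MRP-1 efflux transporter; 100% = mean luminescence of untreated control wells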
ERa SRC1 pot = ER-alpha (human) coactivator binding potentiation; P03372; TR-FRET ERalpha-LBD/SRC-Cy5 coactivator binding, 2 h; 100 = basal binding, no effect; coactivator binding (% of control), % at 25.6 µM; hit rate 1.3% among 86,000; in the data active = activity above about 200%;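 note: binding measured in presence of low estradiol as agonist stimulus; 0% = peptide alone without receptor and 100% = receptor with peptide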
Target sequence (P03372 whole entry, looked up, the tested form may be a part): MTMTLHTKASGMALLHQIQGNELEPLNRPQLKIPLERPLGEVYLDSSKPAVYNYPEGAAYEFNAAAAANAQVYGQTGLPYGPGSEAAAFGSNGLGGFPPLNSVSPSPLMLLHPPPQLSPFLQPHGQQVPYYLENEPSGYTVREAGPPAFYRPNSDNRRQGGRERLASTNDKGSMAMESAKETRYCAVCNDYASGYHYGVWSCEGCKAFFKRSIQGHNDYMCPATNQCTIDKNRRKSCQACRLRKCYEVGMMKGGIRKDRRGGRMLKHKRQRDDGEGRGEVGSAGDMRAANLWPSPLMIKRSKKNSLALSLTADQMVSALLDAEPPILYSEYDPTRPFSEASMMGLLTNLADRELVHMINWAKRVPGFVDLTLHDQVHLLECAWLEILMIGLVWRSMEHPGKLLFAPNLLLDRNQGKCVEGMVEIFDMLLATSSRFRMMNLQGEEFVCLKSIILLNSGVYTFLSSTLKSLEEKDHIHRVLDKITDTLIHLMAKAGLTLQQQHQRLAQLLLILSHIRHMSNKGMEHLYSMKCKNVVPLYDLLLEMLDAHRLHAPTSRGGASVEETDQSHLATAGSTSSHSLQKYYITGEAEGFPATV
HUVEC inhibit = blocks proliferation of human endothelial cells; viability, % at 10 µM (by protocol); hit rate 1.1% among 86,000; AID 648; HUVEC proliferation, CellTiter-Glo luminescence, 72 h; active compounds read low;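 active = viability at or below 30%; inactive = viability above 30%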;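 note: 100% = median luminescence of DMSO-only cell control wells on each plate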
Mac1 fbg enh = increases human CD11b/CD18 adhesion to fibrinogen | P05107+P11215 | K562 CD11b/CD18 adhesion to fibrinogen, ATPlite luminescence | activation, % at 10 µM | hit rate 0.07% among 93,000;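 active = 10 µM primary screen giving 50% or more activity, confirmed by 40% or more on retest at that dose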; note: strong numbers were not always called active; reference of the scale not given here
CYP2C19 inh = human CYP2C19 inhibition. CYP2C19 Supersomes, luciferin-H EGE luminescence, 30 min. hit rate 21% among 96,000. inhibition, % at 5 µM;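 active = CYP2C19 inhibition above a set limit at 5 µM in the primary screen, cut at about 50% in these data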;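 note: plate controls were negative control wells for no effect and 2.5 mM tranylcypromine positive control for full effect; values of inactives mirror those of a sister screen read the other way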
ERa coact inh = blocks coactivator binding to human estrogen receptor alpha; TR-FRET ER-alpha LBD / SRC-1 peptide, estradiol-bound; P03372; hit rate 1.7% among 86,000; AID 629; inhibition, % at 25.6 µM; in the data active = inhibition above about 50%;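 note: 0% = receptor plus peptide control and 100% = peptide only without receptor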
Fibroblast inh = blocks proliferation of human lung fibroblasts. LL 47 human lung fibroblast viability, ATP luminescence; active compounds read low. viability, % at 10 µM. hit rate 1.1% among 85,000;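 active = viability at or below 50% in the single dose screen; inactive = viability above 50%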;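 note: compound exposure lasted 72 h before the ATP readout; 100% = median luminescence of untreated cell-only wells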
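Test system: LL 47 human lung fibroblasts / Quantity: 1,150 cells in each well / Medium: IMEM growth medium with 15% fetal bovine serum / Incubation: 72 h compound exposure at 37 °C after overnight plating / Detection: CellTiter-Glo luminescence measuring cellular ATP / Read-out: % viability versus median cells-only luminescence / Benchmarks: cell-only wells, no compound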
Active calls of the source: *; . = not tested or not shown; [ ] = dose if it differs, or a comment.

SMILES	Mac1 fbg inh	CYP2C19 act	H69AR growth 86K	ERa SRC1 pot	HUVEC inhibit	Mac1 fbg enh	CYP2C19 inh	ERa coact inh	Fibroblast inh
CC(C)=C(NC(=O)c1ccccc1)C(=O)NCCCC(=O)O	2	1.1	92	144[fluorescence artefact?]	103	3	-15	-8	98
COc1ccc(C(=O)N/N=C/c2cccc3cccnc23)cc1	-1	0.5	.	.	.	4	48	.	.
C=CCn1c(SCc2nc3ccccc3[nH]2)nnc1-c1ccncc1	-6	0.1	.	.	.	0	93*	.	.
COc1ccc(COCC(O)CN2CC(C)OC(C)C2)cc1OC (stereo not drawn)	-4	1	93	125	94	-1	-1	3[fluorescence artefact?]	103
COc1ccc(-c2[nH]c(-c3cccc(OC)c3)nc2SCC(=O)NCc2ccco2)cc1	1	0.1	80	127[fluorescence artefact?]	71	0	94*	4	89
CCOC(=O)c1c(C)n(C)c2ccc(OC)c(NC(=O)CN3CCN(C4CCCCC4)CC3)c12	21	1.2	76	109	89	5	-16	-5	100
Cc1[nH]c(=O)[nH]c(=O)c1S(=O)(=O)N1CCCC(C(=O)NCCc2ccccc2)C1 (stereo not drawn)	0	1	100	124	105	-1	-3	-3	107
Cc1ccc(NC(=O)COC(=O)CCC(=O)c2cccs2)cc1S(=O)(=O)N1CCOCC1	26	0.7	.	.	.	-2	32	.	.
C=CCn1c(C)cc(C(=O)CSc2nnc(-c3cccc(S(=O)(=O)N(CC)CC)c3)o2)c1C	24	0.1	80	106	91	10	87*	7[fluorescence artefact?]	93
O=C1C2C(C(=O)N1CCc1ccccc1)C1C=CC2C12CC2 (stereo not drawn)	-3	0.1	97	94	101	-4	92*	-3	102
COc1ccc2cc(C(c3nnnn3C(C)(C)C)N3CCc4ccccc4C3)c(=O)[nH]c2c1 (stereo not drawn)	-22	0.3	72	64[fluorescence artefact?]	70	1	65*	4	63
CCCCn1c(SCC(=O)N2c3ccccc3Sc3ccccc32)nc2c1c(=O)n(C)c(=O)n2C	.	.	44	100	66	.	.	30[fluorescence artefact?]	88
CSc1nc2c(c(=O)n1Cc1ccccc1)SC(C)C2 (stereo not drawn)	-4	0.7	74	101	99	-2	33	-11	97
CC(=O)c1c(N)nc2n(c1=O)CCCCC2	-10	0.9	91	112	89	-4	5	-2	96
O=C(OCn1ncc(Br)c(Br)c1=O)c1c(F)cccc1F	24	0.2	1.0*	86	2.0*	-2	83*	7	2.0*

Single records (already shown). Order of values: Mac1 fbg inh | CYP2C19 act | H69AR growth 86K | ERa SRC1 pot | HUVEC inhibit | Mac1 fbg enh | CYP2C19 inh | ERa coact inh | Fibroblast inh
COc1ccc2cc(C(c3nnnn3C(C)(C)C)N3CCc4ccccc4C3)c(=O)[nH]c2c1 (stereo not drawn) as listed: -22 | 0.3 | 72 | 64[fluorescence artefact?] | 70 | 1 | 65* | 4 | 63
CCOC(=O)c1c(C)n(C)c2ccc(OC)c(NC(=O)CN3CCN(C4CCCCC4)CC3)c12 as listed: 21 | 1.2 | 76 | 109 | 89 | 5 | -16 | -5 | 100

Remaining list, next part
SMILES	Mac1 fbg inh	CYP2C19 act	H69AR growth 86K	ERa SRC1 pot	HUVEC inhibit	Mac1 fbg enh	CYP2C19 inh	ERa coact inh	Fibroblast inh
Cc1ccc2c(c1)[C@H]1OCC[C@H]1[C@@H](c1ccncc1)N2	-4	0	88	128	89	0	100*	-8	98
CCOC(=O)C(NCc1ccccc1OC)(NC(=O)c1ccccc1)C(F)(F)F (stereo not drawn)	0	0.5	93	111	106	-5	48	1	97
Cc1cc(C)c(NC(=O)CN(c2ccccc2)S(=O)(=O)N(C)C)c(C)c1	-1	0.6	94	57[fluorescence artefact?]	102	1	42	50	97
O=c1cc(N2CCc3ccccc3C2)[nH]c(=O)n1Cc1ccc(F)cc1	.	.	100	117[fluorescence artefact?]	102	.	.	37[fluorescence artefact?]	107
Cc1nc2ccccc2n1CCc1nc2c3ccccc3nc(SCC#N)n2n1	-6	0.8	22*	175[fluorescence artefact?]	28*	1	17	36	77
CC(=O)c1ccc(OCCCC(=O)OCC(=O)N2CCN(c3ccccc3)CC2)cc1	-2	0.9	90	95	93	2	14	-9[fluorescence artefact?]	97
COC(=O)c1ccc(C2CC(=O)NC3=C2C(=O)CCC3)cc1 (stereo not drawn)	-7	0.9	93	110	94	0	9	-3[fluorescence artefact?]	98
Cc1ccccc1Cn1c2ccccc2c2cn[nH]c(=O)c21	-7	0.8	.	.	.	-6	24	.	.
CN1CCN(S(=O)(=O)c2ccc(NC(=O)c3ccc(F)cc3)cc2)CC1	-24	0.9	86	98	99	-5	9	-5	105
Cc1ccc(S(=O)(=O)N(C#N)c2nc(C)cc(C)n2)cc1	8	1	93	103	105	-3	-4	1	96
CCSc1nc(C)nc2c1oc1ccccc12	-19	0.8	98	89	100	-1	15	3	94
CCc1nc(NCCC(C)C)c(C#N)c2c1CCCC2	-8	1	77	116	111	3	1	3	94
NC1=NCc2ccccc21	-12	1.1	96	129	88	-2	-9	-4	99
COc1ccc(CC(=O)NCc2ccccc2Cl)cc1S(=O)(=O)N1CCOCC1	.	.	91	112	94	.	.	6[fluorescence artefact?]	99
Cc1nnc2sc(-c3ccc(NC(=O)c4ccc(-c5ccc(Br)cc5)o4)cc3)nn12	.	.	21*	122[fluorescence artefact?]	72	.	.	69*	67
CCN(CC)S(=O)(=O)c1cccc(C(=O)Nc2ccccc2C(=O)N2CCOCC2)c1	-4	0.8	108	94	105	4	22	-3	97
CCOc1ccc(NC(=O)C2CCN(C(=O)NCc3ccccc3)CC2)cc1	1	1	106	108	103	-1	-2	5	100
CC(C(=O)N1CCC(C(N)=O)CC1)N(c1ccc(Oc2ccccc2)cc1)S(C)(=O)=O (stereo not drawn)	-3	1	91	100	95	2	-5	7	95
Cc1ccc(Cl)cc1NC(=O)c1ocnc1C	-2	0.9	101	82	85	1	9	11	98
Cc1ccc2cc(CN(Cc3nnnn3Cc3ccco3)CC3CCCO3)c(=O)[nH]c2c1C (stereo not drawn)	7	0.2	87	100[fluorescence artefact?]	102	1	82*	-1[fluorescence artefact?]	106
CCCSc1cc(N2CCN(C)CC2)nc(-c2ccc(OC)cc2)n1	6	1	.	.	.	-1	-4	.	.
OCCNCC1(O)C2CC3CC(C2)CC1C3 (stereo not drawn)	-2	0.8	.	.	.	1	20	.	.
Cc1cc(C)n(CCc2nc3c4ccccc4n(CC(=O)Nc4ccc(Cl)cc4F)c(=O)n3n2)n1	.	.	86	162	57	.	.	13	93
O=C(NCCN1CCCCC1)Nc1ccc(F)c(Cl)c1	-3	1	91	102	95	7	0	-8	94
COc1ccc(CCNC(=O)C2CCCN(Cc3nc(-c4ccccc4C)oc3C)C2)cc1OC (stereo not drawn)	.	0.7	72	101[fluorescence artefact?]	80	.	26	-2[fluorescence artefact?]	95
CCN1CC2([N+](=O)[O-])C=CC(=O)C([N+](=O)[O-])(C1)C2CC(=O)c1ccccc1 (stereo not drawn)	6	0.9	.	.	.	14	5	.	.
CCOC(=O)/C=c1\s/c(=C(\C#N)C(=O)NC)n(-c2ccccc2)c1=O	2	1.1	84	101	93	-2	-14	5	91
COc1cc(NC(=O)CSCC(=O)Nc2cccc(C(F)(F)F)c2)c(Cl)cc1Cl	35	0.7	.	.	.	-3	31	.	.
Cn1cccc1Cc1nnc(SCC(=O)Nc2nccs2)n1CCc1ccccc1	1	0.8	75	101	106	0	22	-1[fluorescence artefact?]	96
COC(=O)CNC(=O)Cn1ccc2ccccc2c1=O	-2	1.1	92	82	99	-3	-8	11[fluorescence artefact?]	108
COc1cccc(NC(=O)CN2CCN(c3ccc(F)cc3)CC2)c1	-4	0.8	28*	121	109	0	15	2	95
CCOC(=O)c1cc(C(C)(C)C)oc1CN	.	.	87	179[fluorescence artefact?]	89	.	.	-5	98
Cc1cccc(/C=C2/SC(=O)N(Cc3ccccc3Cl)C2=O)n1	-11	1.2	.	.	.	-3	-19	.	.
O=C1C2Sc3[nH]c(=O)sc3C(c3ccccc3)C2C(=O)N1c1ccccc1 (stereo not drawn)	.	0.4	99	84	84	.	57*	-3	98
Nc1ncnc2nc(SCc3ccccc3)[nH]c12	-9	0.3	60	110	90	0	70*	-5	88
CCOc1cc2c(C)cc(=O)oc2cc1Cl	.	1	93	97	107	.	2	0	109
Cc1cccnc1NC(=O)C1CCN(S(=O)(=O)c2ccc3c(c2)CCC(=O)N3)CC1	-6	0.9	104	102	101	-1	6	-8	99
CC1CCN(CCOc2cc(Cl)ccc2Cl)CC1	.	0.6	85	104	87	.	45	-12	101
O=C(CSc1nc(-c2ccccc2)cc(C(F)(F)F)n1)NCc1ccco1	12	0.9	97	110	94	-2	8	5	101
COc1c2occc2c(OC)c2c(=O)cc(C(F)(F)C(F)(F)F)oc12	-2	0	107	107	100	4	98*	3[fluorescence artefact?]	101
Cn1c(=O)[nH]c(=O)c2[nH]c(CN3CCN(C(=O)c4ccco4)CC3)nc21	-5	1.1	86	115	94	-4	-7	-7	98
CCOC(=O)C1=C(c2ccccc2)NC(SC)=C(C#N)C1c1ccco1 (stereo not drawn)	8	0.6	89	87	87	-3	45	1	84
CC(C)N1CC(O)=C(c2ccccc2)C1=N	4	1.1	100	110[fluorescence artefact?]	103	-2	-9	-11	106
O=C(Cn1nc(-c2ccc(Cl)cc2)ccc1=O)NCCCN1CCN(Cc2ccccc2)CC1	.	1.1	98	108	80	.	-6	3	96
CCOc1ccc(CN=C(N)N=C(N)N)cc1Cl	-7	1	.	.	.	8	3	.	.
O=C(NCCOc1ccccc1)C(c1ccccc1)c1ccccc1	-2	0.9	.	.	.	1	12	.	.
COc1cc(OC)c(NC(=O)CCNS(=O)(=O)c2cc(Br)cnc2N)cc1Cl	-4	0.6	.	.	.	-2	36	.	.
COc1cccc(/C=N/NC(=O)C(=O)NCc2ccco2)c1O	-18	0.9	.	.	.	1	13	.	.
Cc1ccc(C)c(NC(=O)CNS(=O)(=O)c2ccccc2)c1	-29	0.2	82	113	91	-4	79*	-33	88
O=C(O)c1nc(N2CCOCC2)nc(N2CCOCC2)n1	.	.	90	98	99	.	.	-16	100
Cc1ccc(NC(=O)CC2S/C(=N/c3nccs3)N(C)C2=O)cc1C (stereo not drawn)	-12	0.1	.	.	.	-3	86*	.	.
Cc1ccccc1-c1c(C)oc2cc(O)ccc2c1=O	-3	0.8	100	121	96	-4	22	3[fluorescence artefact?]	99
Cc1ccc(C(C)C)c(OCC(=O)Nc2ccccc2N2CCN(C)CC2)c1	5	0.3	35*	103	76	7	69*	-9	93
Cc1occc1C(=O)Nc1ccc2c(c1)OCCO2	-2	0.2	93	119	89	-2	81*	3	90
O=C(NCCCNCc1ccccc1)c1ccc(/C=N/O)nc1	1	1.1	96	115[fluorescence artefact?]	100	-8	-13	-1	96
CC(C)COC(=O)C1C(=O)CC(C)(O)C(C(=O)OCC(C)C)C1c1cccnc1 (stereo not drawn)	6	0.8	29*	97[fluorescence artefact?]	94	-5	16	-1	98
CCc1nc(N)c(C#N)c(-c2cccc3ccccc23)c1C	.	.	101	134[fluorescence artefact?]	98	.	.	-19	95
CCN(CC)C(=O)c1sc(NC(=O)Cc2ccccc2)c(C#N)c1C	.	.	81	87	97	.	.	6	96
CC(C)c1nc(N2CCN(C(=O)c3ccccc3)CC2)c(C#N)c2c1COC(C)(C)C2	4	0.3	75	76	83	3	72*	3	87
CC1(C)Cc2cccc(OCC(=O)Nc3nccs3)c2O1	4	0.4	45	99	97	-4	61*	2	99

Screens from PubChem BioAssay.

An unsorted share of the library, and some 26% of all compounds hit somewhere here.
